High-throughput results as filed in PubChem BioAssay.
hERG WT inh: KCNH2 (human, wildtype) channel inhibition; U2OS, BacMam KCNH2, thallium flux FluxOr; active compounds read low; activity change, % at 1.84 µM; 0.37% of 340,000 active;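 active = maximum activity change below -70%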
Target sequence (Q12809 whole entry, looked up): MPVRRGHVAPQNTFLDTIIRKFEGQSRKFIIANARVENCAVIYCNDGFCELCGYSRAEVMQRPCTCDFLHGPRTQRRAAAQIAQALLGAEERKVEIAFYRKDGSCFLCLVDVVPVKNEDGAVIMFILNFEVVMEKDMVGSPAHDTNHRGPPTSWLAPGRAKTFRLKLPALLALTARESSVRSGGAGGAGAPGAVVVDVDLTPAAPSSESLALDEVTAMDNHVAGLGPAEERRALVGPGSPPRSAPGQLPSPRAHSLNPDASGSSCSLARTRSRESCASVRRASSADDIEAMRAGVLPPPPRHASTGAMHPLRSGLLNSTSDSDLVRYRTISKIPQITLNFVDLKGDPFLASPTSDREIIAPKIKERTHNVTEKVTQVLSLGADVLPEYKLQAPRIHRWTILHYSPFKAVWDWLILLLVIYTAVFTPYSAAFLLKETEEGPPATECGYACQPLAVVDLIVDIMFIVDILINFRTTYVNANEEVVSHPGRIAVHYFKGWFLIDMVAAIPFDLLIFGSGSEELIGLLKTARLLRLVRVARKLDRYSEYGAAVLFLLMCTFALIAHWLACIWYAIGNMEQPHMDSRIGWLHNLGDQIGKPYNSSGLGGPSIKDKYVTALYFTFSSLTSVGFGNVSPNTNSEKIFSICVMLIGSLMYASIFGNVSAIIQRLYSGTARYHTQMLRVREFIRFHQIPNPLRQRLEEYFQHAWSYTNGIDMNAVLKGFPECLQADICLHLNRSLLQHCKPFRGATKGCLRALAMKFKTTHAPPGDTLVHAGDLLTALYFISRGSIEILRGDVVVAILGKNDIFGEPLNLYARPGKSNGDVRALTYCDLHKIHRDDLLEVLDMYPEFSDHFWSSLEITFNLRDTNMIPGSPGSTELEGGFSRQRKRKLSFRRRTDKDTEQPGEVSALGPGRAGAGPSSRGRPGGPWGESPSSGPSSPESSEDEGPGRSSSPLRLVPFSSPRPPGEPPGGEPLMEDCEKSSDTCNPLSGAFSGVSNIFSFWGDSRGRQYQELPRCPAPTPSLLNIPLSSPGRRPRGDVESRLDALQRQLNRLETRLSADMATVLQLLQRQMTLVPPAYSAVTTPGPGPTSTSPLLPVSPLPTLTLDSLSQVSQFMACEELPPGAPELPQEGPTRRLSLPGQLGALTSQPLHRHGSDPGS
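U2OS cells were transduced with wild-type KCNH2 virus (2.03 x 10^8 / mL) for 4 h at room temperature, then cultured overnight at 37 C. Thallium flux was read with FluxOr dye. Rate constants were normalized to DMSO controls.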
KCNH2 3.1 inh: KCNH2 3.1 (human) potassium channel inhibition | U2OS KCNH2 3.1, thallium flux FluxOr; active compounds read low | 0.95% of 340,000 active | activity change, % (tested at about 1.8 µM) | AID 720553;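 active = maximum activity change below -70%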;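 note: thallium influx rate constant from kinetic fluorescence after stimulation buffer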
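Thallium flux via FluxOr fluorescence (Red40 quencher, 45 min loading) in U2OS cells virally expressing the KCNH2 3.1 isoform (1.77 x 10^8 /mL virus, overnight at 37 C). Rate constants from 2-min kinetic reads post-stimulation, normalised to positive and negative controls.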
Integrin act MD: integrin-mediated muscular dystrophy alleviation activation | Potency, µM (titrated, usually from 38.3 µM), for the others: top-dose activation, usual class: activators | AID 624291 | 0.064% of 350,000 active | alpha7betagal myoblasts, beta-gal FDG fluorescence, 48 h; active = well fitted activation curve with a large enough effect;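 note: potency is the fitted concentration of half-maximal effect; 100% = response of the positive control SU9516; nearly all actives have a fitted effect of over 60% in size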
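Alpha7betagal+/- myoblasts (passage 13) were plated 16-24 hr, then exposed to compounds (1:260 dilution of DMSO stock) for 48 hours at 37C. After MPER lysis, β-galactosidase reporter activity was read as FDG fluorescence (ex 480/em 540) after 30 minutes.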
* marks the source's active call; other numbers are inactive results; [ ] = another dose, or the depositor's remark. Unless noted, % is set by controls: 0 for no effect and ±100 for the full control effect.

Values in the order: hERG WT inh, KCNH2 3.1 inh, Integrin act MD
- C[C@@H]1CN([C@@H](C)CO)C(=O)CCCn2cc(nn2)CO[C@H]1CN(C)S(=O)(=O)c1ccc(C#N)cc1
 : 4, 7, 42%
- COC(=O)c1ccc2c(=O)n(CCN3CCOCC3)c(SCC(=O)Nc3ccccc3OC)nc2c1
 : -2, 0, -6%
- O=C(C[C@@H]1C[C@H]2c3cc(NC(=O)Nc4ccccc4F)ccc3O[C@H]2[C@H](CO)O1)NCC(F)(F)F
 : -4, 3, 7%
- C[C@@H]1CN([C@@H](C)CO)C(=O)CCCn2nncc2CO[C@@H]1CN(C)C(=O)Nc1ccnc(N2CCOCC2)c1
 : -9, 1, -4%
- CCCc1c(C(=O)N/N=C(\CC)c2ccccc2)nnn1-c1nonc1N
 : 0, -13, 17%
- N#CC1(NC(=O)CSc2nnc(C3CC3)n2N)CCCCC1
 : -13, 3, 21%
- COc1ccc(C(=O)NC2CC(C)(C)NC(C)(C)C2)cc1S(=O)(=O)N1CCOCC1
 : -3, 10, -7%
- COc1cccc(CN(C)C(=O)c2ccc(S(=O)(=O)Nc3cccc(C)c3C)cc2)c1OC
 : -7, -3, -56%[inhibitor]
- COc1ccc2c(c1)CCCO[C@]21O[C@H](CCO)C[C@H](O)[C@H]1O
 : 3, 9, 0%
- C[C@H]1CN([C@@H](C)CO)S(=O)(=O)c2ccc(C#Cc3ccccn3)cc2O[C@H]1CN(C)Cc1ccc(F)cc1
 : -6, 2, 14%
- CC1CCCCN1CCNC(=O)c1ccc2c(c1)N(Cc1cccc(Cl)c1)C(=O)c1ccccc1S2(=O)=O (centres undefined)
 : -27, -23, -1%
- CC(C)C#Cc1cnc2c(c1)C(=O)N([C@@H](C)CO)C[C@@H](C)[C@H](CN(C)Cc1cccc(F)c1)O2
 : 8, -1, -37%
- CCOC(=O)C1(Cc2ccccc2)CCCN(C(=O)COc2ccccc2OC)C1 (centres undefined)
 : -7, 0, 6%
- C[C@H](CO)N1C[C@H](C)[C@H](CN(C)C(=O)Nc2ccc(C(F)(F)F)cc2)Oc2ncc(Br)cc2C1=O
 : -22, 2, 9%
- O=C(NCc1nnnn1-c1ccc(F)cc1)c1cc2ccccc2o1
 : 18, 5, 20%
- CCC1(c2ccccc2)CN(C)C1=O (centres undefined)
 : 1, -7, 16%
- O=C(c1ccccc1F)N1CCC2CC1c1cc(N3CCCCC3)ccc12 (centres undefined)
 : -4, -3, -21%
- Cc1cc(C)c(N2C(=O)CC(Sc3ccccc3N)C2=O)c(C)c1 (centres undefined)
 : 12, -34, -29%
- COc1cc2c(=O)[nH]c3cc([N+](=O)[O-])ccc3c2cc1[N+](=O)[O-]
 : -12, 1, -19%
- CN(C(=O)COC(=O)COc1ccc2ccccc2c1)c1ccccc1
 : 0, -7, -7%
- COCCn1c(=S)[nH]c2cc(C(=O)NC3CCCC(C)C3C)ccc2c1=O (centres undefined)
 : 0, -19, 21%
- O=C(C1CCCCC1)N1C[C@@H](O)[C@H](n2cc(C3CC3)nn2)C[C@@H]1c1ccc(Cl)cc1
 : 2, -5, -12%
- O=C(c1ccc2c(c1)CCC2)N1CCN(Cc2ccccc2)CC1
 : 11, -1, 2%
- O=C(COc1ccc([N+](=O)[O-])cc1)NNC(=O)C1COc2ccccc2O1 (centres undefined)
 : 20, -19, -1%
- CC(C)(C)OC(=O)N1CCc2onc(-c3ccccc3F)c2C1=O
 : -14, 1, -3%
- O=C1NC(C2CC3C=CC2C3)Nc2ccccc21 (centres undefined)
 : -5, -3, -5%
- CC1OC(=O)c2cc3ccccc3nc21 (centres undefined)
 : -3, 1, -17%
- COc1ccc(S(=O)(=O)Nc2ccc3c(c2)C(=O)N([C@@H](C)CO)C[C@@H](C)[C@H](CN(C)S(=O)(=O)c2ccc(F)cc2)OCCCC[C@H](C)O3)cc1
 : -8, -23, -12%
- CCCc1cc(CN(C)C(=O)c2ccc(OC3CCN(C(C)=O)CC3)c(OC)c2)[nH]n1
 : 5, -1, -1%
- Cc1cccc(N2CCN(C(=O)COc3noc4nc(C)cc(C)c34)CC2C)c1 (centres undefined)
 : -4, 3, -12%

Reprinted from the part before: two entries; new compounds follow.
Values in the order: hERG WT inh, KCNH2 3.1 inh, Integrin act MD
- CCCc1cc(CN(C)C(=O)c2ccc(OC3CCN(C(C)=O)CC3)c(OC)c2)[nH]n1
 : 5, -1, -1%
- Cc1cccc(N2CCN(C(=O)COc3noc4nc(C)cc(C)c34)CC2C)c1 (centres undefined)
 : -4, 3, -12%
- COC(=O)[C@H](CC(C)C)NS(=O)(=O)c1ccc(F)cc1Br
 : 3, -3, 11%
- FC(F)(F)C(F)(F)C(F)(F)c1nc2nc(Cl)c(Cl)nc2[nH]1
 : 27, 2, -49%[inhibitor]
- COc1ccc(-c2ccc(CN3C(C(C)C)C(=O)N(Cc4cn(Cc5ccco5)nn4)CCS3(=O)=O)cc2)cc1 (centres undefined)
 : -1, -11, 11%
- COc1ccc(C(=O)C2CCCN(C(=O)Cn3nc(C)nc3C)C2)cc1F (centres undefined)
 : -2, -4, 4%
- COc1cccc(/C=C/C(=O)OCC(=O)NC2CCCC2)c1
 : -1, 6, 12%
- O[C@@H]1C[C@H](c2ccc(Cl)cc2)N(Cc2cccs2)C[C@H]1n1cc(-c2ccc(F)cc2)nn1
 : -4, -8, 2%
- CCOC(=O)C1CCCN(C(=O)c2cccc(S(=O)(=O)NCc3ccccc3)c2)C1 (centres undefined)
 : 1, 16, 4%
- Cc1ccccc1OCC(=O)OCC(=O)NC1CCCC1
 : 2, -4, 23%
- O=[N+]([O-])c1ccc2c(c1)-c1ccccc1C2O (centres undefined)
 : -2, -2, 0%
- CC1CCCCC1NC(=O)c1cc(Cl)nc2ccccc12 (centres undefined)
 : -15, 4, 17%
- CCOc1cc(/C=N/Nc2ccc(S(=O)(=O)Nc3ccccc3C(=O)O)cc2[N+](=O)[O-])cc(Cl)c1O
 : -6, 10, -21%
- CC(C)(C)OC(=O)NCc1ccc(CNC(=O)c2[nH]cnc2C(=O)Nc2ccccc2F)cc1
 : 12, -27, 5%
- COc1cc(Br)cc(C(=O)N2CCc3ccccc32)c1OC
 : -1, -3, -7%
- COc1cc(C(=O)NC(CCSC)C(=O)Nc2ccc(N3CCOCC3)cc2)cc(OC)c1OC (centres undefined)
 : -11, 4, -9%
- O=C(Nc1ccc([N+](=O)[O-])cc1Cl)c1cccc([N+](=O)[O-])c1
 : 6, -2, 13%
- CC1=C(C(=O)N2CCOCC2)CC(CC(=O)NCCc2ccccn2)C(=O)N1Cc1ccc(F)cc1 (centres undefined)
 : -11, 6, -4%
- CC(OC(=O)CCNS(=O)(=O)c1ccc(Cl)cc1)C(=O)N(C)Cc1ccccc1 (centres undefined)
 : 6, -9, -10%
- CC1CC(C)CN(S(=O)(=O)c2ccc(C(=O)OCC(=O)Nc3ccccc3)cc2)C1 (centres undefined)
 : 2, 22, 2%
- COc1ccc(CC(=O)N(CCC2=CCCCC2)c2c(N)n(Cc3ccccc3)c(=O)[nH]c2=O)cc1
 : 20, -3, 9%
- COc1ccc(S(=O)(=O)Nc2ccc3c(c2)[C@H]2C[C@H](CC(=O)NCC4CC4)O[C@@H](CO)[C@H]2O3)cc1
 : 22, -35, -6%
- CC(C)(C)Cc1c(-c2ccc(C#N)cc2)nc2ccc(Cl)cn12
 : 3, -22, -4%
- COc1cccc(/C=C/C(=O)N2CCN(S(=O)(=O)c3ccccc3)CC2)c1
 : -39, 10, -22%
- CCCCn1c(N)c(N(CCOC)C(=O)c2oc3ccc(Br)cc3c2C)c(=O)[nH]c1=O
 : 0, 5, 6%
- Cc1ccc2nc(COC(=O)c3cccnc3Cl)cc(=O)n2c1
 : -2, -3, -13%
- COc1ccc(-c2ccc(CN3C(CC(C)C)C(=O)N(Cc4cn(CCC5OCCO5)nn4)CCS3(=O)=O)cc2)cc1OC (centres undefined)
 : 9, 14, -20%
- CCOc1ccc(/C(O)=C2\C(=O)C(=O)N(c3ccccn3)C2c2ccccc2F)c(C)c1 (centres undefined)
 : -16, 5, -4%
- CCCc1c(C(=O)N/N=C/c2ccc(C)o2)nnn1-c1nonc1N
 : 14, -1, 19%
- C=CCC1CCCCC1=C(C#N)c1ccccc1 (centres undefined)
 : -3, 3, -15%
- Cc1nc(SCC(=O)c2cc(C)n(C3CC3)c2C)c2ccccc2n1
 : 6, 11, 10%
- COc1ccc(CCN2CC(C(=O)NCc3cccc(F)c3)CCC2=O)cc1 (centres undefined)
 : 2, -2, -1%

(listing goes on)
| compound | hERG WT inh | KCNH2 3.1 inh | Integrin act MD |
| --- | --- | --- | --- |
| C[C@@H]1CN([C@H](C)CO)C(=O)c2c(c3ccccc3n2C)-c2ccccc2CO[C@H]1CN(C)C(=O)Cc1ccccc1 | 9 | 2 | -4% |
| c1ccc(CN=C2CCCc3ccccc3N2)cc1 | 7 | 21 | -48%[inhibitor] |
| C[C@H]1CN([C@@H](C)CO)C(=O)CCCn2cc(nn2)CO[C@@H]1CN(C)S(=O)(=O)c1ccc(-c2ccccc2)cc1 | 3 | -10 | 6% |
| COC1CC(NC(C)=O)C(OC(=O)c2ccccc2)C(CBr)O1 (centres undefined) | -5 | -5 | 4% |
| CCN(CC)C(=O)C1=C(C)N(CCCN2CCCC2=O)C(=O)C(CC(=O)NC2CCCCC2)C1 (centres undefined) | 3 | -7 | 20% |
| COc1cc2nn(-c3ccccc3N)nc2cc1OC | -15 | -13 | 0% |
| C[C@H](CO)N1C[C@H](C)[C@H](CN(C)C(=O)N[C@H](C)c2ccccc2)OCc2ccccc2-c2c(n(C)c3ccccc23)C1=O | 3 | 0 | -15% |
| O=C(OCc1cn([C@H]2C[C@H](c3ccc(Cl)cc3)N(CC3CCCCC3)C[C@@H]2O)nn1)c1ccccc1 | -2 | -11 | -2% |
| CN1CCN(S(=O)(=O)c2cccc(C(=O)N(Cc3ccccc3)c3ccccc3)c2)CC1 | 16 | 13 | 12% |
| Cc1ccc([C@H]2C[C@H](n3cc(C4CC4)nn3)[C@@H](O)CN2C(=O)C2CCCCC2)cc1 | -5 | -8 | -6% |
| CC(C)n1ncc2c(C(=O)Nc3ccccc3SCC(N)=O)cc(C3CC3)nc21 | -9 | -1 | -2% |
| CCc1cc(-c2nnn(CCC3COCCO3)c2CC)cc(CC)c1-c1cn(Cc2ccccc2)nn1 (centres undefined) | -2 | 10 | -3% |
| CC(=O)N1CCN(S(=O)(=O)c2cccc(C(=O)OCc3ccc(F)cc3)c2)CC1 | -12 | 0 | 20% |
| NC(=S)NN=Cc1nccc2c(C(F)(F)F)cccc12 | 0 | 15 | -60%[inhibitor] |
| Cc1ccc(S(=O)(=O)NNc2c3ccccc3nc3ccc(Cl)cc23)cc1 | -14 | -2 | 1% |
| CCN1C(=O)[C@H]2[C@@H](c3ccc(OC)cc3)N[C@]3(CCCN(CCC(C)C)C3=O)[C@H]2C1=O | 46 | -38 | 6% |
| CCn1cc(/C=C(\NC(=O)c2ccccc2F)C(=O)N2CCN(C)CC2)c2ccccc21 | 1 | -3 | -13% |
| O=C1CSC(=S)N1N=Cc1cccc(OCc2ccccc2)c1 | -3 | -18 | 12% |
| Cc1ccc([C@@H]2CC(=O)[C@@H]3CN(S(=O)(=O)c4ccc(C)cc4)[C@H](c4cccc5ccccc45)C[C@@H]3N2S(=O)(=O)c2ccc(Cl)cc2)cc1 | -4 | -4 | -19% |
| COc1ccc(C(=O)CSc2nc(=O)n3ccc(C)cc3n2)cc1 | -5 | 1 | 24% |
| Cc1cccc(CN(C)C[C@H]2OCc3cnnn3CCCC(=O)N([C@H](C)CO)C[C@@H]2C)c1 | 5 | 12 | -13% |
| Cc1nnc(Cc2ccco2)c2n[nH]c(C)c12 | 3 | 11 | 22% |
| CCCCCCn1c(=O)n2n(c1=O)C[C@]1(OC(=O)NCC3CCCCC3)CN(S(=O)(=O)c3ccc(C)cc3)C[C@]1(O)C2 | 4 | 1 | -25% |
| COC(=O)[C@@H](NS(=O)(=O)c1ccc(F)cc1Br)C(C)C | -3 | -4 | 18% |
| C[C@@H]1CCCCO[C@@H](CN(C)Cc2ccncc2)[C@@H](C)CN([C@H](C)CO)C(=O)c2cc(NC(=O)c3ccccc3)ccc2O1 | -2 | 6 | -15% |
| Cc1nc(Br)c(Br)n1Cc1ccccc1 | -3 | 0 | 3% |

Arranged by length of the SMILES (largest number first): three of the compounds above.
| compound | hERG WT inh | KCNH2 3.1 inh | Integrin act MD |
| --- | --- | --- | --- |
| CC(=O)N1CCN(S(=O)(=O)c2cccc(C(=O)OCc3ccc(F)cc3)c2)CC1 | -12 | 0 | 20% |
| COc1ccc(C(=O)CSc2nc(=O)n3ccc(C)cc3n2)cc1 | -5 | 1 | 24% |
| NC(=S)NN=Cc1nccc2c(C(F)(F)F)cccc12 | 0 | 15 | -60%[inhibitor] |

Some of the compounds tested, so the mix of outcomes need not match the whole.
